Source: PubChem BioAssay (National Center for Advancing Translational Sciences (NCATS))
Akt phos inh – HTS Assay for Inhibitors of Akt Phophorylation: Primary Screen; Neuro2A IGF-stimulated pAkt S473 HTRF, 20 min; hits give low values; activity change, % for hits at 50 µM; hit rate 0.32% among 360,000; AID 651550, 2012; in the data active means activity change below about -80%; inconclusive means mostly about -51% to -80%; further: on the % scale 0 is the no-effect control and ±100 the full control effect
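Single-point screen (50 µM final compound) in Neuro2A cells stimulated 20 min with 6 nM IGF at 37 deg C. After lysis, Ser473-phosphorylated Akt read by HTRF (ex 330 nm, em 615/665 nm) as the 665/615 ratio.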
Abeta yeast res – qHTS for compounds that reverse cellular toxicity of Amyloid beta (A-beta) peptide in yeast: Primary Screen | Potency, µM (series often up to 46.1 µM), inactives show at the highest dose growth rescue, most hits filed as activators | AID 1347071, 2019 | hit rate 0.063% among 410,000 | yeast expressing A-beta42, growth rescue, OD600, 48 h; response scale: 0% DMSO, 100% iron-clioquinol control; further: potency means the concentration at half of the fitted maximal effect; nearly all actives have a fitted effect of over 55% in size
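Yeast A-beta toxicity model in growth medium with pinned compounds, 48 h at 30 C; growth read as absorbance at 600 nm. Normalized to FeCl3/clioquinol equimolar mix (positive) and DMSO (negative).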
GLP-1R inv ag – qHTS of GLP-1 Receptor Inverse Agonists (Inhibition Mode) | Glucagon-like peptide 1 receptor (Homo sapiens), P43220 | HEK293 GLP-1R CRE-luciferase, luminescence, 24 h; GLP-1R form is constitutively active | Potency, µM (highest dose often 38.3 µM), without a hit: at the highest dose activity change, negative = inhibition, most hits filed as inhibitors | hit rate 1.6% among 410,000; further: potency means the concentration at half of the fitted maximal effect; on the % scale 0 is the no-effect control and ±100 the full control effect; nearly all actives have a fitted effect of over 55% in size
Target sequence (P43220 whole entry, looked up): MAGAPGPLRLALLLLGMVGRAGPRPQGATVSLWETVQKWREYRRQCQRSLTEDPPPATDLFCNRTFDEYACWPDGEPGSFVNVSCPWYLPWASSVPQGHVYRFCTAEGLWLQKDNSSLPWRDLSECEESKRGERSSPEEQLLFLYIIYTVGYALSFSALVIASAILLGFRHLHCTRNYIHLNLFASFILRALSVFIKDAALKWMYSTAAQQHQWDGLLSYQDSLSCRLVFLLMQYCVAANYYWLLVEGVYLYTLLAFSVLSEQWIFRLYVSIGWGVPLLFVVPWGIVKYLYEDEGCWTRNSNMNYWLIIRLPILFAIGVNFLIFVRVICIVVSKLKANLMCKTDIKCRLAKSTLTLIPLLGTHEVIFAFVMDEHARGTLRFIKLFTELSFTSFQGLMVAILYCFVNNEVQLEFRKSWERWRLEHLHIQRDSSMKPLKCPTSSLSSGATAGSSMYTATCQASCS
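Constitutively active GLP-1R drives a cAMP-responsive luciferase in stably transfected HEK293 cells; test compounds are added after overnight (12 h) attachment and left 24 hr, and signal loss in luminescence marks inhibition.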
FUS suppressor – qHTS for Suppressors of FUS Proteinopathy: Primary screen using FUS-linked yeast assay. hit rate 0.24% among 390,000. AID 1347120, 2019. Potency, µM (top dose mostly 76.6 µM), inactives show top-dose growth rescue (activation), usual class: activators. S. cerevisiae FUS-expressing, growth rescue, OD600, 24 h;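 further: potency means the concentration at half of the fitted maximal effect; plate controls were DMSO vehicle for no effect and reference control for full effect; nearly all actives have a fitted effect of over 55% in size; some results filed as inactive show a strong effect at the top dose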
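Compound concentration series was pinned onto galactose-induced FUS-expressing yeast seeded at OD 0.005. Plates sat 24hr at 30C; absorbance at 600 nm gave growth. DMSO served as background control.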
PTHR1 agonist – qHTS for PTHR1 Agonists: Primary Screen; Potency, µM (series often up to 115 µM), for the others: at the top dose activation, hits mostly activators; HEK293 GP2 PTHR1 cells, GloSensor cAMP luminescence, 1 h; Parathyroid hormone/parathyroid hormone-related peptide receptor (Homo sapiens), Q03431; hit rate 0.075% among 410,000; further: potency means the concentration at half of the fitted maximal effect; nearly all actives have a fitted effect of over 55% in size; some results filed as inactive show a strong effect at the top dose; inactives centre near -15; many of its hits are not listed in these tables
Target sequence (Q03431 whole entry, looked up): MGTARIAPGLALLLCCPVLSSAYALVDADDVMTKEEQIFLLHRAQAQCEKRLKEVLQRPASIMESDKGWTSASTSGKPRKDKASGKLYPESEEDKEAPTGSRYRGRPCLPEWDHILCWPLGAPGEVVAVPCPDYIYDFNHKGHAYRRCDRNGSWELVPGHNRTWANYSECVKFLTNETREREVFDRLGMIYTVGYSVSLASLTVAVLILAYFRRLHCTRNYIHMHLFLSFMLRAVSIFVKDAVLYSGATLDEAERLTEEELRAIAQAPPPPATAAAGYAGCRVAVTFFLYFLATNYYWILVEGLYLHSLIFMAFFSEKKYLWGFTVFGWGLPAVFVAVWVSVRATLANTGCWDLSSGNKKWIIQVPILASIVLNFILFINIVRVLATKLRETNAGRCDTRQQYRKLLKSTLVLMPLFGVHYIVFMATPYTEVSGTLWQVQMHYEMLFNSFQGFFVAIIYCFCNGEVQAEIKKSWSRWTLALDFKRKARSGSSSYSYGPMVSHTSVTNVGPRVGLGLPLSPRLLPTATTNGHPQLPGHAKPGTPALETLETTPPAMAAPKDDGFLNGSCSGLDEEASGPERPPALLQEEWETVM
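HEK-293-derived GP2 cells expressing PTHR1 and a GloSensor cAMP reporter, 3,000/well, plated overnight, given luciferin plus IBMX (each 0.5 mM as added) for 1 h at 37 °C, then compound for 1 h at 37 °C. Luminescence was read after 15 min at room temperature.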
GLP1R ag – qHTS of GLP-1 Receptor Agonists; Glucagon-like peptide 1 receptor (Homo sapiens), P43220; HEK293 GLP-1R CRE-luciferase, luminescence, 4-6 h; cells express a hypersensitive GLP-1R form; Potency, µM (titrated, usually from 45.6 µM), without a hit: top-dose activation, actives largely listed as activators; hit rate 0.007% among 380,000; AID 624172, 2012; further: potency means the concentration at half of the fitted maximal effect; % of control where 0% means no effect
TDP43 rescue – qHTS of TDP-43 Inhibitors. hit rate 1.8% among 410,000. TDP-43 expressing yeast growth rescue, BacTiter-Glo, 24 h. Potency, µM (titrated, usually from 46.1 µM), without a hit: at the highest dose growth rescue (activation), actives largely listed as activators; further: potency means the concentration at half of the fitted maximal effect; % of control where 0% means no effect; nearly all actives have a fitted effect of over 50% in size
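Luminescence from BacTiter-Glo reports growth of TDP-43-expressing yeast after 24 hr at 30 deg C with compound. Cells were raffinose-pregrown to mid-log, then seeded in galactose medium at OD600=0.02.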
aSyn rescue – qHTS of alpha-syn Inhibitors. Yeast expressing alpha-synuclein, growth rescue, BacTiter-Glo, 24 h. Potency, µM (series often up to 46.1 µM), without a hit: top-dose growth rescue (activation), actives largely listed as activators. hit rate 0.14% among 370,000. AID 652106, 2013; further: potency means the concentration at half of the fitted maximal effect; % of control where 0% means no effect; nearly all actives have a fitted effect of over 65% in size
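Screening used galactose-induced yeast with toxic alpha-synuclein levels, exposed to compound for 24 hr at 30 deg C. Cell growth, read with BacTiter-Glo luminescence, gave the measured signal.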
D3 antag – qHTS of D3 Dopamine Receptor Antagonist: qHTS. D(3) dopamine receptor (Homo sapiens), P35462. D3R cells, DiscoveRx beta-arrestin luminescence, antagonist mode; hits give low values. max response, negative = inhibition, %. hit rate 2.5% among 360,000. AID 652054, 2013; in the data active means max response below about -50%; inconclusive means no clear call, values can overlap the other calls; further: on the % scale 0 is the no-effect control and ±100 the full control effect; mostly tested at two doses, the higher about 12 µM
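Cells expressing the human receptor were seeded at 1500 cells/well, incubated overnight at 37 degrees C in 5% CO2, then exposed to library compounds with dopamine controls for 90 minutes at 37 degrees C before luminescent detection.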
* = called active by the depositor; i = inactive; ? = inconclusive; · = no result given; & = joins results of further samples; [ ] = dose if it differs, or a comment. Unless noted, the call rests on the fitted dose curve; in most records, active means well fitted curve in the direction sought with a large enough effect; inconclusive means small, poorly fitted or top-dose-only effect, or another doubt; inactive means no such curve, though single readings can be large; an effect the other way counts as inactive or inconclusive. A portion of the library; count on the stated rates, not on these rows.

SMILES	Akt phos inh	Abeta yeast res	GLP-1R inv ag	FUS suppressor	PTHR1 agonist	GLP1R ag	TDP43 rescue	aSyn rescue	D3 antag
COc1cc(Cl)c(C)cc1NC(=O)CC1CCCC1	i	-5.9%	?	6.2%	-13.9%	8.7%	0.0%	-6.1%	-12.6
Cn1c(Cc2ccc3c(c2)OCO3)nnc1SCC(=O)NC(C)(C)C	i	2.5%	8.2%	5.7%	-24.4%	-6.5%	4.6%	1.0%	22.0
O=C(CCC(=O)c1ccccc1)NC1CCCN(Cc2ccccc2F)C1 (stereo not given)	i	-1.3%	-27.1%	5.8%	-7.1%	-0.2%	-10.6%	-1.0%	2.1
Nc1nnc(N2CCCCC2)s1	i	10.3%	0.3%	-8.8%	?	4.8%	-11.2%	-5.1%	-18.3
O=C(CN1CCN(Cc2ccccc2Cl)C1=O)NC1CCCCCCC1	i	4.1%	?	9.8%	i	13.0%	19.3%	4.8%	-1.5
COCCOC(=O)c1sc2nc[nH]c(=O)c2c1C	i	3.9%	6.5%	6.5%	i	10.8%	-28.6%	-3.9%	-5.7
COC(=O)CCC(NC(=O)OCc1ccccc1)C(=O)NC(CC(C)C)C(=O)OC (stereo not given)	i	-11.1%	2.9%	10.1%	i	-1.8%	-7.8%	-5.5%	-13.4
CCCOC(=O)c1c(-c2ccccc2)c(-c2ccccc2)nn(C)c1=O	·	14.1%	-18.0%	13.1%	-22.9%	·	28.5%	·	·
Cc1cc(C)c(S(=O)(=O)Nc2ccc(-c3cn4ccccc4n3)cc2)c(C)c1	i	8.3%	-27.7%	16.9%	-0.6%	6.4%	12.0%	-7.3%	18.3
COc1ccc2c(c1)nc(-c1cccc(Br)c1)c(=O)n2C(c1ccccn1)c1nc2ccccc2[nH]1 (stereo not given)	i	-18.0%	-28.2%	?	-4.5%	2.0%	6.0%	24.8%	0.0
COc1ccc(C(=O)Nc2ccccc2C(=O)NC(Cc2ccc(O)cc2)C(=O)NNC(=O)c2ccccc2Cl)cc1 (stereo not given)	i	2.8%	-32.6%	·	-13.3%	0.6%	?	5.0%	11.8
CCc1ccc(CN(C)Cc2nc(Cc3cccc(C(F)(F)F)c3)no2)nc1	i	?	?	40.6%	-7.0%	0.3%	0.0%	0.6%	-21.5
O=C(NCc1ccco1)c1cccc2c1C(=O)c1ccc(/C=C/c3ccccc3)cc1S2(=O)=O	i	9.2%	?	?	-11.6%	-1.3%	-7.0%	1.2%	41.8
CCOC(=O)c1ccccc1N=Cc1c(O)c2ccccc2oc1=O	i	-8.3%	-2.9%	-17.7%	i	-1.2%	-4.3%	1.9%	-21.5
COc1ccc(/C=N/NC(=O)c2cc3c(OC)ccc(OC)c3[nH]2)cc1O	i	-4.4%	?	29.7%	i	?	-10.5%	-5.8%	4.6
O=C(COC(=O)C1CCN(S(=O)(=O)c2cccs2)CC1)Nc1ccc(F)cc1F	i	-0.8%	32.5%[activator]	9.0%	i	3.4%	-11.9%	-0.1%	8.6
Cc1cccn2c(=O)c3cc(C#N)c(=NC(=O)c4ccncc4)n(CCCOC(C)C)c3nc12	i	-2.0%	222.7%[activator]	2.1%	-3.4%[57.5 µM]	-8.7%	-2.6%	8.2%	?
CCN(CC)S(=O)(=O)c1ccc(C(=O)Nc2cc(C)on2)cc1	i	3.3%	16.3%	-15.4%	i	4.5%	14.7%	0.4%	14.8
CCOc1cc(C2NC(=O)NC(C)=C2C(=O)NCc2ccccc2)c(Cl)cc1O (stereo not given)	?	18.8%	14.2%	-0.2%	1.6%[57.5 µM]	19.6%	-16.9%	-0.3%	-8.9
COc1ccc(CNC(=O)C2CCCN(C(=O)N3CCOc4ccccc43)C2)cc1 (stereo not given)	·	-9.6%	-3.1%	3.6%	i	·	3.1%	·	·
CC[C@@H](C)[C@H](NC(=O)Cc1c(C)c2c(cc(C)c3c(C)c(C)oc32)oc1=O)C(=O)O	i	-7.1%	0.4%	7.0%	i	2.0%	-5.5%	9.3%	17.9
COc1cc2c(cc1OC)C(c1cccc([N+](=O)[O-])c1)NC(=O)C2 (stereo not given)	i	-2.7%	14.6%	11.6%	i	8.3%	-6.1%	-1.5%	3.9
COc1ccc(Cl)cc1NC(=O)Cn1c(C)csc1=O	i	-3.3%	-15.3%	·	i	-7.5%	28.1%	0.8%	19.1
CCOc1ccc(OCCNCc2ccc(OC(C)C(=O)N(C)C)c(OCC)c2)cc1 (stereo not given)	i	-8.7%	-22.9%	-3.0%	-14.4%	6.4%	-14.4%	-0.3%	5.3
CN(C)CCNC(=O)c1[nH]c(C(F)(F)F)nc1-c1ccccc1	i	-8.0%	33.4%[activator]	-16.5%	-22.1%	7.8%	13.1%	-2.6%	5.5
COc1cc(OC)c2c(-c3ccccc3)cc(C3CCCCC3)nc2c1	i	-11.3%	?	2.9%	-8.8%	5.8%	?	-12.8%	1.8
COc1cc(OC)nc(NC(=O)CN2CCN(c3ccc(F)cc3)CC2)n1	i	-2.0%	0.0%	27.3%	i	-7.8%	-18.6%	-2.7%	7.4
CC(=O)c1sc(NCc2ccccc2)nc1C	i	-3.8%	27.1%	-2.4%	-17.2%	6.9%	?	5.4%	9.2
COc1ccc(/C=N/NS(=O)(=O)c2ccccc2)cc1OC	i	-19.8%	-0.5%	-15.4%	-43.9%[inhibitor]	1.0%	-1.7%	-0.6%	9.0
Cc1nc(NC(=O)c2oc3ccccc3c2C)sc1C(=O)N(C)C	i	7.9%	0.0%	27.4%	-28.2%	18.0%	8.4%	-0.3%	?

By substructure: the entries above with fluorine (5)
SMILES	Akt phos inh	Abeta yeast res	GLP-1R inv ag	FUS suppressor	PTHR1 agonist	GLP1R ag	TDP43 rescue	aSyn rescue	D3 antag
O=C(CCC(=O)c1ccccc1)NC1CCCN(Cc2ccccc2F)C1 (stereo not given)	i	-1.3%	-27.1%	5.8%	-7.1%	-0.2%	-10.6%	-1.0%	2.1
CCc1ccc(CN(C)Cc2nc(Cc3cccc(C(F)(F)F)c3)no2)nc1	i	?	?	40.6%	-7.0%	0.3%	0.0%	0.6%	-21.5
O=C(COC(=O)C1CCN(S(=O)(=O)c2cccs2)CC1)Nc1ccc(F)cc1F	i	-0.8%	32.5%[activator]	9.0%	i	3.4%	-11.9%	-0.1%	8.6
CN(C)CCNC(=O)c1[nH]c(C(F)(F)F)nc1-c1ccccc1	i	-8.0%	33.4%[activator]	-16.5%	-22.1%	7.8%	13.1%	-2.6%	5.5
COc1cc(OC)nc(NC(=O)CN2CCN(c3ccc(F)cc3)CC2)n1	i	-2.0%	0.0%	27.3%	i	-7.8%	-18.6%	-2.7%	7.4

Other structures:
SMILES	Akt phos inh	Abeta yeast res	GLP-1R inv ag	FUS suppressor	PTHR1 agonist	GLP1R ag	TDP43 rescue	aSyn rescue	D3 antag
COc1ccc(NC(=O)CN2C(=O)C(C)SC(C)C2=O)cc1 (stereo not given)	i	1.8%	7.4%	12.4%	-18.2%	11.1%	-17.8%	-9.4%	-8.4
COc1ccc(-c2nc3ccc(C)cn3c2Cc2cccc(Cl)c2)cc1OC	i	-1.4%	?	-1.0%	-19.7%	?	?	-1.0%	4.6
O=C(CCNC(=O)c1ccc(Cl)cc1)NC1CCCc2ccccc21 (stereo not given)	i	2.2%	?	-14.1%	-15.4%	-2.2%	15.6%	4.6%	0.0
CCOC(=O)c1oc2ccc(S(=O)(=O)n3nc(-c4cc(OC)c(OC)c(OC)c4)cc3N)cc2c1C	i	6.5%&-15.0%	?	?	-28.7%&6.4%	10.3%&4.4%	12.3%&4.8%	7.9%	-0.4
COc1ccccc1NS(=O)(=O)c1cccc(C(=O)OCC(=O)Nc2cc(C)on2)c1	i	8.0%	-9.6%	4.8%	i	-5.2%	1.2%	3.9%	0.0
Cc1ccc(S(=O)(=O)N=C2SCCCS2)cc1	i	8.5%	16.6%	2.2%	-10.4%[57.5 µM]	0.3%	3.2%	-0.3%	-9.9
COc1ccccc1C1NC(=O)CS1 (stereo not given)	i	16.2%	-10.3%	-10.4%	i	-6.1%	17.3%	3.3%	0.0
CCCN(CCC)CCCNC(=S)Nc1ccc2nc(N3CCN(C)CC3)cc(C)c2c1	i	·	?	-12.6%	i	14.1%	5.2%	1.2%	-18.8
Cc1ccc(C(=O)Nc2ccc(NC(=O)c3cccs3)cc2)cc1[N+](=O)[O-]	i	-9.9%	7.6%	-15.3%	-27.9%	-1.1%	22.7%	4.0%	-3.2
COc1ccc(NC(=O)N(C)C[C@H]2Oc3ccc(NC(=O)Nc4c(C)noc4C)cc3C(=O)N([C@H](C)CO)C[C@H]2C)cc1	i	-2.0%	14.9%	-8.7%	-9.5%	-0.7%	5.4%	0.7%	-8.4
Cc1ccc(NS(=O)(=O)c2cc(C(=O)N3CCN(C)CC3)ccc2C)cc1	i	-10.4%	-21.8%	18.4%	i	-2.4%	0.3%	-0.5%	7.5
CC(C)NC(=O)c1ccc(COc2cc(Cl)ccc2Cl)o1	i	7.7%	?	5.6%	-18.4%	18.3%	28.5%	-1.7%	-17.1
CCOC(=O)CNC(=O)CSc1nc(NCc2ccccc2)nc(N(C)C)n1	i	2.6%	-18.9%	-3.6%	i	11.8%	24.1%	10.0%	60.3
O=Cc1c(Nc2cccc(C(F)(F)F)c2)nc2ccccn2c1=O	i	-3.1%	-8.9%	8.8%	i	0.2%	0.1%	2.7%	6.5
